Coupling enz: counter-screen for Giardia aldolase inhibitors: coupling enzyme system; 290,000 compounds, 0.67% hits; activity change, negative = inhibition, % at 58.2 µM, hits read low; coupling enzyme system counterscreen, AmpLite Red fluorescence; in the data active = activity change below about -30%; note: % is set by controls: 0 for no effect and ±100 for the full control effect
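First, compound is pin-transferred into glyceraldehyde-3-phosphate coupling-enzyme reagent at 57.5 uM final and held 10 min at RT. Next, substrate, coupling system and AmpLite Red are added. After 20 min RT, fluorescence (525/598 nm) is read.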
Menin-MLL TR inh: displaces Texas Red mutant MLL peptide from human menin | Potency, µM (series often up to 61.6 µM), inactives show at the top dose FP activity change, negative = inhibition, usual class: inhibitors | O00255 | Menin + Texas Red MLL mutant peptide, fluorescence polarization | 270,000 compounds, 0.23% hits; active = well fitted inhibition curve with a large enough effect in the polarisation, with a control signal flat, not every such curve was filed as active; inconclusive = small, poorly fitted or top-dose-only effect, or effect the other way, or a change in a side signal; inactive = no such curve, though single readings can be large or run the other way; the % refers to the polarisation; note: potency is the fitted concentration of half-maximal effect; % of control where 0% means no effect; many of its hits are not listed in these tables
Target sequence (O00255 whole entry, looked up): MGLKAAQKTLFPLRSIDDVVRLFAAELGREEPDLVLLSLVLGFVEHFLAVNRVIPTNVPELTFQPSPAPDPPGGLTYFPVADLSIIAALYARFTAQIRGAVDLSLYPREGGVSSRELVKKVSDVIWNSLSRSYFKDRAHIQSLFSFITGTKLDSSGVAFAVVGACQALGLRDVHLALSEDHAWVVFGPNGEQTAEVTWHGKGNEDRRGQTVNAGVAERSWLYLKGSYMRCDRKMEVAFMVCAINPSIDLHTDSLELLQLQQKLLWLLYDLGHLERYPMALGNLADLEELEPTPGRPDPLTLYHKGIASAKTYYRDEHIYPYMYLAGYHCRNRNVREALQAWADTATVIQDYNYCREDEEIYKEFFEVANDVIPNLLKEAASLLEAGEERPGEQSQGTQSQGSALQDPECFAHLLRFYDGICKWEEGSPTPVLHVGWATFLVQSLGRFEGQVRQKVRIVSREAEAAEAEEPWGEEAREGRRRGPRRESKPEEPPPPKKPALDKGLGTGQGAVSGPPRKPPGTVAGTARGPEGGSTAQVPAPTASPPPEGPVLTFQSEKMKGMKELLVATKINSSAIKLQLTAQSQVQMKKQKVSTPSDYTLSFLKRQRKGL
Integrin act MD: integrin-mediated muscular dystrophy alleviation activation; alpha7betagal myoblasts, beta-gal FDG fluorescence, 48 h; Potency, µM (highest dose often 38.3 µM), inactives show top-dose activation, usual class: activators; 350,000 compounds, 0.064% hits; AID 624291;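 note: potency is the fitted concentration of half-maximal effect; 100% = response of the positive control SU9516; nearly all actives have a fitted effect of over 60% in size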
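Alpha7betagal+/- myoblasts (passage 13) were plated 16-24 hr, then exposed to compounds (1:260 dilution of DMSO stock) for 48 hours at 37C. After MPER lysis, β-galactosidase reporter activity was read as FDG fluorescence (ex 480/em 540) after 30 minutes.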
PTAP TSG101 blk: blocks PTAP/TSG101 interaction to inhibit HIV-1 budding; Q99816; 340,000 tested, under 10 active; Fluorescence polarization, FITC-PTAP peptide / Tsg101 binding; Potency, µM (highest dose often 115 µM), without a hit: top-dose activity change, negative = inhibition, most hits filed as inhibitors; AID 493005; active = well fitted inhibition curve with a large enough effect in the main read-out, with a control signal flat, not every such curve was filed as active; inconclusive = small, poorly fitted or top-dose-only effect, or effect the other way, or a change in a side signal; inactive = no such curve, though single readings can be large or run the other way; note: potency is the fitted concentration of half-maximal effect; % of control where 0% means no effect
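Steps: Tsg101 binding domain dispensed (10 uM final), compounds pinned in DMSO, FITC-labeled PTAP-motif peptide added (50 nM final); after 20 min binding at room temperature, polarization measured.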
S-ASM inh: inhibitors of human secretory acid sphingomyelinase | Potency, µM (series often up to 57.5 µM), for the others: at the top dose activity change, negative = inhibition, usual class: inhibitors | 340,000 compounds, 0.006% hits | P17405 | placental ASM, HMU-PC fluorogenic substrate, 60 min; note: potency is the fitted concentration of half-maximal effect
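Human placenta-derived ASM enzyme was preincubated with compound for 10 minutes at room temperature, then given fluorogenic substrate HMU-PC0 (9 uM final) for 60 minutes at 37 °C; a pH 10 stop preceded fluorescence reading at Ex 386/Em 447 nm.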
B2AR arrestin: beta2AR (human) beta-arrestin recruitment activity | P07550 | beta-arrestin recruitment to beta2AR, cell-based reporter | Potency, µM (highest dose often 46.1 µM), without a hit: at the highest dose activation, usual class: activators | 330,000 compounds, 0.02% hits | AID 492947;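 note: potency is the fitted concentration of half-maximal effect; 0% = DMSO controls and full agonism = EC100 isoproterenol or metaproterenol; nearly all actives have a fitted effect of over 65% in size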
BCR signal inh: chronic active BCR signaling inhibition. ABC-DLBCL IkBa-CBG/CBR reporter, luminescence ratio, 4 h. Potency, µM (doses to about 46.1 µM), for inactives: at the top dose ratio change, negative = lower green/red ratio, actives largely listed as inhibitors. 340,000 compounds, 0.05% hits; active = well fitted inhibition curve with a large enough effect in the signal ratio, with a control signal flat, not every such curve was filed as active; inconclusive = small, poorly fitted or top-dose-only effect, or effect the other way, or a change in a side signal; the % refers to the signal ratio;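 note: potency is the fitted concentration of half-maximal effect; plate controls were basal doxycycline-induced cells for no effect and cells given 10 µM MG132 for full effect; MG132 reads +100%, hits lower the ratio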
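Doxycycline induced both beetle luciferases in TMD8 lymphoma cells; IKK-driven degradation limits the IkappaBalpha-fused green signal, while red luminescence normalises for cell number and nonspecific effects. Compounds tested up to 46 uM, 4 hrs.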
Giardia killer: Giardia lamblia killing; Giardia lamblia trophozoite viability; activity change, % at 7.66 µM, hits read low; 340,000 compounds, 0.15% hits; in the data active = activity change below about -80%; inconclusive = between about -30% and that limit;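 note: parasites exposed to compound for two days anaerobically before the ATP read; % is set by controls: 0 for no effect and ±100 for the full control effect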
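Viability, read as ATP luminescence: trophozoites at 100 cells/well, compound added, 48 hrs anaerobic at 37 deg C, then 15-30 min room-temperature development before reading.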
Tb PFK inh: inhibitors of T. brucei phosphofructokinase | O15648 | T. brucei PFK, ADP-Glo luminescence | Potency, µM (top dose mostly 57.5 µM), inactives show top-dose activity, negative = inhibition, usual class: inhibitors | 330,000 compounds, 0.17% hits | AID 485367;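 note: potency is the fitted concentration of half-maximal effect; 0% = uninhibited 1x PFK enzyme wells and -100% = no-enzyme wells; nearly all actives have a fitted effect of over 60% in size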
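Luminescent ADP detection (ADP-Glo, two-step: ATP depletion then ADP-to-ATP conversion for luciferase) reported PFK activity after 45 min room-temperature reaction of 1.25 nM enzyme with 0.5 mM F6P and 0.1 mM ATP at pH 8.0.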
PKM2 act: increases activity of human pyruvate kinase M2 | P14618 | purified PKM2, Kinase-Glo ATP luminescence, activation; response scale: 0% is enzyme alone, no compound | Potency, µM (top dose mostly 57.5 µM), for the others: at the top dose activation, hits mostly activators | 260,000 compounds, 0.34% hits | AID 1631; note: potency is the fitted concentration of half-maximal effect; % is set by controls: 0 for no effect and ±100 for the full control effect; nearly all actives have a fitted effect of over 55% in size
Target sequence (P14618 whole entry, looked up): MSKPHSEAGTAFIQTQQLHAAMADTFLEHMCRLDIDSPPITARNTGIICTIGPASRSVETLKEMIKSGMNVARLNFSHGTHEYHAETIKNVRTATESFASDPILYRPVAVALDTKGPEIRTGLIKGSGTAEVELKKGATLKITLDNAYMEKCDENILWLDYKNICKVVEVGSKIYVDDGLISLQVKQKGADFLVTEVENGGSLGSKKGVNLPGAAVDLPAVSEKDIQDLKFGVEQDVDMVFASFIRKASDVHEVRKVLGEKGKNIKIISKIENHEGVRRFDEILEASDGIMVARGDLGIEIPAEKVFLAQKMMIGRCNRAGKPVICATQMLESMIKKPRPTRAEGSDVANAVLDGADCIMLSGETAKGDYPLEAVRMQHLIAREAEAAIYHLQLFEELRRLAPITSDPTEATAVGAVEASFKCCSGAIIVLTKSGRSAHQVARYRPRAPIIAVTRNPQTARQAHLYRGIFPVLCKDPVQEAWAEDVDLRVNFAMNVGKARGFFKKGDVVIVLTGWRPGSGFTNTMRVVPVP
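hPK-M2, >95% pure; 0.1 mM ADP / 0.5 mM PEP final; imidazole pH7.2 buffer w/ 7 mM MgCl2, 50 mM KCl; 1 h RT; Kinase-Glo lum. Intermediate enzyme activity for dual inhibitor/activator qHTS.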
GALK inh: inhibitors of human galactokinase | P51570 | Potency, µM (top dose mostly 57.5 µM), without a hit: at the highest dose activity change, negative = inhibition, usual class: inhibitors | Purified GALK, Kinase-Glo residual ATP luminescence | 270,000 compounds, 0.007% hits | AID 1868; note: potency is the fitted concentration of half-maximal effect; % is set by controls: 0 for no effect and ±100 for the full control effect
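Quantitative HTS: GALK 5 nM, ATP 35 uM, galactose 100 uM, 1 h room temperature, then luciferase-based ATP detection.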
The depositor's hits bear a star; ? = inconclusive; nt = no result given; & = joins results of further samples; [ ] = remark or other dose. Unless noted, calls come from the whole dose curve; as a rule, active = well fitted curve in the direction sought with a large enough effect; inconclusive = small, poorly fitted or top-dose-only effect, or another doubt; inactive = no such curve, though single readings can be large; an effect the other way counts as inactive or inconclusive. Some of the compounds tested. The share of hits here may be higher or lower than overall.

SMILES	Coupling enz	Menin-MLL TR inh	Integrin act MD	PTAP TSG101 blk	S-ASM inh	B2AR arrestin	BCR signal inh	Giardia killer	Tb PFK inh	PKM2 act	GALK inh
COC(=O)[C@H](CCSC)NC(=O)Nc1ccc(C)c(C)c1	3.5	-16.8%	0.0%	-5.8%	4.2%	-0.5%	?	-4.7	-2.9%	0.7%	1.4%
Cn1c(C(=O)O)cnc1Sc1ncc(C(F)(F)F)cc1Cl	2.4	?	-8.7%	-4.2%	0.4%	-1.0%	-0.4%	5.8	9.9%	12.0%	8.5%
CC(C)[C@H](NC(=O)[C@@H]1CSCN1C(=O)OC(C)(C)C)C(=O)NCC1CCC(C(=O)O)CC1 (stereo not given in full)	0.1&-0.1	2.3%&0.9%	2.9%	-5.6%	-3.3%	-0.2%&0.2%	?	0.5	0.0%&-2.6%	0.0%&-10.4%	-0.1%&1.4%
CC1=C(C(=O)Nc2ccccc2C)C(c2ccc(C)o2)n2c(s/c(=C/c3ccccc3)c2=O)=N1 (stereo not given)	2.5	2.9%	2.2%	2.8%	-3.3%	0.0%	-1.7%	-17.9	4.9%	17.6%	0.1%
CCOc1ccccc1NC(=O)CSc1n[nH]c(N)n1	nt	nt	26.2%	-4.9%	0.9%	-0.4%	?	-6.5	2.4%	-0.4%	-6.4%
CCC1Oc2ccc(C)cc2N(CC(=O)N2CCCC2)C1=O (stereo not given)	0.9	-23.1%	?	-1.5%	7.6%	-0.2%	1.1%	6.8	-15.3%	-0.6%	0.0%
COc1ccc(/C=N/Nc2nc(N3CCCCC3)nc(N3CCCCC3)n2)cc1[N+](=O)[O-]	1.4	7.0%	12.4%	-0.3%	-16.4%	-0.8%	2.1%	-2.5	5.3%	-2.9%	2.3%
Cc1ccc2c(Cl)cc(Cl)c(OCC(=O)O)c2n1	18.5	-10.9%	5.2%	-5.9%	1.4%	-0.2%	1.2%	-0.3	1.0%	?	9.2%
O=C(NCCCN1CCCC1)Nc1ccc(F)cc1	-1.3	-0.3%	-45.7%[inhibitor]	-5.8%	3.0%	-0.4%	2.2%	3.2	-10.1%	nt	-2.6%
CN(C)S(=O)(=O)c1cccc(NC(=O)COC(=O)c2ccc3c(c2)OCO3)c1	1.3	?	-11.5%	3.6%	1.4%	-3.7%	1.7%	5.6	-2.0%	-0.7%	-0.2%
CNC(=O)c1c[nH]c2ccc(S(=O)(=O)Nc3ccccc3F)cc2c1=O	-0.5	8.1%	-19.4%	0.2%	4.9%	0.0%	5.2%	-2.0	0.8%	nt	nt
Oc1ccc(-c2nc(-c3ccc(F)cc3)c(-c3ccncc3)[nH]2)cc1	3.8	-1.0%	nt	-4.6%	-1.1%	-1.0%	?	1.3	-4.7%	nt	nt
O=C(NCc1ccco1)C(c1ccc(F)cc1)N(CC1CCCO1)C(=O)Cn1nnc2ccccc21 (stereo not given)	0.6	-5.8%	-10.6%[1.53 µM]	-4.2%	-0.6%	0.5%	9.9%	6.4	13.1%	3.2%	1.6%
Cc1ccccc1C(=O)NCC(=O)OC(C)C(=O)NCc1ccco1 (stereo not given)	nt	nt	16.8%	-0.2%	3.0%	-0.2%	4.2%	4.5	-2.4%	nt	nt
COc1ccc(CN(CC2CCC(C(=O)O)CC2)C(=S)Nc2cc(C)cc(C)c2)cc1 (stereo not given)	-3.5	23.8%	18.9%	0.5%	-1.3%	-0.1%	0.8%	-1.2	-1.4%	-2.6%	0.1%
CCN(CC)CCN1C(=O)C(=O)/C(=C(/O)c2c(C)[nH]c(C(=O)OC)c2C)C1c1ccc(OC)cc1 (stereo not given)	0.5	2.4%	4.1%	-2.6%	-5.4%	-0.1%	3.0%	-6.5	-5.1%	-2.9%	8.0%
CCOC(=O)C1CCN(C(=O)c2ccc(OCC(=O)Nc3cccc(C(F)(F)F)c3)c(OC)c2)CC1	nt	nt	-58.3%[inhibitor]	-13.7%	-2.4%	3.2%	-23.9%	-6.6	-6.1%	nt	nt
CCC(=O)N/N=C/c1ccc(OS(=O)(=O)c2ccccc2)cc1	0.4	10.7%	-9.1%	-7.5%	1.7%	-0.3%	-4.5%	-6.6	-0.9%	9.1%	0.4%
Cc1nn(C(C)C(=O)N2CCCC2)c(=O)c2nn(-c3ccccc3)c(C)c12 (stereo not given)	nt	nt	12.8%	-3.4%	1.2%	0.2%	2.5%	10.7	-4.0%	nt	1.5%
O=C(C1=C[C@@H](c2coc3ccccc3c2=O)C[C@@H](OCc2ccc(CO)cc2)O1)N1CCN(Cc2ccccc2)CC1	2.5	-18.4%	-16.1%	-2.2%	-2.1%	0.2%	-2.8%	9.8	6.1%	-1.5%	-0.6%
COc1cc2oc3ccccc3c(=O)c2cc1OC	0.6	?	-5.1%	-1.6%	411.4%[activator]	9.7%	28.6%	13.5	0.4%	-0.5%	nt
CC(=O)N1c2ccc(S(=O)(=O)NCC3CCC(C(=O)NCc4ccco4)CC3)cc2CC1C (stereo not given)	-0.7	-8.0%	29.1%	-7.0%	-1.2%	-0.1%	?	6.7	1.6%	nt	-3.8%
CCOc1ccc(Nc2oc(Cc3ccccc3)nc2C#N)cc1	-1.8	17.9%	23.3%	-2.5%	-15.0%	-1.1%	-25.5%	-2.0	-11.2%	5.1%	-2.3%
Cc1ccc(Sc2ncccc2C(=O)O)cc1C	0.2	-22.8%	-7.8%	1.0%	0.3%	-1.6%	2.1%	0.5	0.3%	6.9%	-2.2%
COc1cccc(NC(=S)N(CCc2c(C)[nH]c3ccc(C)cc23)Cc2cccs2)c1	2.9	-8.3%	-42.7%[inhibitor]	-2.3%	-11.6%	-0.1%	-6.6%	-21.8	1.0%	-17.4%	nt
CCOC(=O)Cn1nc2sc3ccccc3n2c(=O)c1=O	2.9	nt	14.8%	-5.9%	5.0%	-0.9%	12.2%	-6.6	1.0%	-1.0%	-1.6%
CC(C)C(=O)Nc1ccc(-c2nnc(-c3ccccc3)o2)cc1	5.0	7.9%	-32.7%	1.3%	15.7%	-1.6%	8.7%	-7.8	9.3%	nt	12.0%
Cn1cc(C(=O)NCC(=O)Nc2ccccc2Br)cn1	nt	nt	0.0%	0.4%	3.6%	-0.1%	-1.0%	3.6	1.4%	nt	nt
Cc1ccc(-c2n[nH]c(=S)n2/N=C/C=C/c2ccccc2[N+](=O)[O-])cc1	-0.3	?	-29.8%	-2.4%	-5.0%	-0.1%	?	8.4	-20.7%	18.7%	-2.0%
CCOC(=O)c1ccc(NC(=O)CC2S/C(=N/N=C3/NC(=O)CS3)NC2=O)cc1 (stereo not given)	3.8	-19.5%	-8.5%	-0.5%	-3.8%	0.3%	0.0%	19.5	11.1%	-1.8%	1.2%
COc1ccc(S(=O)(=O)N2CCCC(C(=O)NCCCn3ccnc3)C2)cc1OC (stereo not given)	-2.2	-2.9%	23.9%	-1.1%	-1.7%	0.1%	1.1%	33.3[activator]	0.9%	nt	6.4%
Cc1ccccc1CNC(=O)C1CCCN(c2cnccn2)C1 (stereo not given)	-2.9	3.6%	-24.3%	-2.5%	19.4%	-1.2%	3.4%	-7.1	-0.3%	-11.2%[0.46 µM]	1.7%
O=C1CSC(c2ccccc2)N1Cc1ccccc1 (stereo not given)	0.2	-24.7%	nt	nt	nt	-0.9%	-0.3%	nt	0.2%	1.5%[11.5 µM]	7.3%
Brc1ccc(C=Nc2ccc3c(c2)OCCOCCOCCO3)s1	-3.5	-6.8%	31.2%	-2.6%	3.2%	0.4%	-1.5%	-8.1	-3.3%	-2.8%	1.7%
Cc1csc(CN(C)C(=O)CC2C(=O)NCCN2Cc2ccc(F)c(F)c2)n1 (stereo not given)	nt	nt	19.7%	-0.7%	11.4%	0.0%	-3.4%	10.1	-3.5%	-5.0%	-2.7%
COc1ccc(NC(=O)CN2CCN(CC(=O)Nc3ccccc3F)CC2)c(OC)c1	0.1	1.5%	-16.3%	-0.1%	3.4%	0.0%	1.6%	-24.8	2.4%	-11.7%	2.0%
C/C(=N\NC(=O)C(=O)Nc1cc(C)ccc1C)c1ccncc1	3.7	nt	20.9%	-1.1%	5.4%	0.6%	-1.2%	-16.5	2.0%	-3.0%	1.0%
CCN(CC)CCN(CC)Cc1ccccc1Br	0.0	6.7%	8.9%[7.66 µM]	-8.9%	-0.2%	8.8%	-0.3%	8.5	-1.3%	-0.5%	0.9%
C=CCNC(=O)CCCCC(=O)NCC=C	4.2	25.5%	-13.0%	-4.7%	-1.5%	-0.1%	0.1%	-8.2	4.7%	-1.8%	-0.3%

Screening data as filed in PubChem.
